Assay outcomes (PubChem BioAssay)
RSV CPE inhibition – RSV antiviral activity via CPE protection, HEp-2 cells, primary 10 µM value included (AID 2391); actives 0.13% (n = 310,000); HEp-2 cells, RSV-induced CPE inhibition; higher % means a stronger effect; CPE inhibition, % at 10 µM; hits with a dose series show IC50 in µM; in the data active = a potency from the dose series; inconclusive = CPE inhibition mostly from about 23% at the one dose, without a potency; inactive = the rest, 99 in 100 with CPE inhibition below about 21%; also: strong numbers were not always called active
SIAH1 antagonists – Siah-1 peptide-binding antagonists, primary screen, biochemical, fluorescence polarization, rhodamine-plectin, uHTS (AID 1817); actives 0.02% (n = 290,000); one-dose displacement, % at 20 µM; IC50 in µM for titrated hits; Siah-1 / rhodamine-plectin peptide fluorescence polarization; higher % means a stronger effect;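 active = displacement of at least 50% at 20 µM, with a fluorescence ratio check between 0.3 and a set limit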;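 also: plate controls were Siah plus tracer with DMSO for no effect and tracer alone without Siah for full effect; strong numbers were not always called active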
LYP inhibition – inhibitors of LYP phosphatase, biochemical, fluorescence intensity, uHTS (AID 1779). inhibition, % at 11.5 µM; hits with a dose series show IC50 in µM. actives 0.054% (n = 290,000). recombinant LYP phosphatase, fluorescence intensity; higher % means a stronger effect; in the data active = inhibition above about 50%;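 also: plate controls were vehicle with enzyme for no effect and no enzyme for full effect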
HIV fusion peptide – inhibitors of HIV fusion peptide binding, primary screen, biochemical, uHTS, fluorescence dequenching (AID 1986). cell-free peptide binding, fluorescence dequenching, 30 min; higher % means a stronger effect. actives 0.3% (n = 290,000). inhibition, % at 20 µM; hits with a dose series show IC50 in µM; in the data active = inhibition mostly above about 52%, no sharp cut-off; inactive = mostly below about 76%; also: some results filed as inactive read as strong as hits
XIAP displacement – small molecules displacing peptide from XIAP – biochemical, IAP family, fluorescence polarization (AID 1018); XIAP BIR domain, fluorescence polarization peptide displacement; higher % means a stronger effect; displacement, % at 20 µM, or IC50 in µM where a hit was titrated; actives 0.007% (n = 200,000); in the data active = displacement above about 50%; also: a part of the inactive calls stands beside numbers as strong as those of hits
AID2073 – disruptors of CaV2.2 binding to Mint1 – biochemical, HTRF (AID 2073); HTRF protein-protein interaction, Mint1-CaV2.2; higher % means a stronger effect; one-dose inhibition, % at 20 µM; IC50 in µM for titrated hits; actives 0.19% (n = 290,000); in the data active = inhibition mostly above about 51%, no sharp cut-off; inconclusive = no clear call, values can overlap the other calls; inactive = mostly below about 53%; also: some results filed as inactive read as strong as hits
MgcRacGAP inhibition – MgcRacGAP GTPase-activating activity inhibitors, confirmation, biochemical, ADP Hunter fluorescence; MgcRacGAP-stimulated Rac1 GTP hydrolysis, ADP Hunter fluorescence; higher % means a stronger effect; GST-tagged Rac1 F28L mutant substrate; actives 0.6% (n = 340,000); one-dose inhibition, % at 30 µM; IC50 in µM for titrated hits;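 active = first-screen hits whose inhibition reached a set limit at any dose in the follow-up dose series; inconclusive = inhibition above the set first-screen limit but never retested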;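 also: fluorescence reports GDP produced by GAP-driven GTP hydrolysis; strong numbers were not always called active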
Large T inhibition – SV40 large T antigen inhibitors, biochemical (AID 1903); one-dose inhibition, % at 20 µM; IC50 in µM for titrated hits; actives 0.39% (n = 310,000); SV40 large T antigen ATPase/helicase inhibition assay; higher % means a stronger effect; in the data active = a potency from the dose series; inconclusive = inhibition mostly from about 32% at the one dose, without a potency; inactive = the rest, 99 in 100 with inhibition below about 32%; also: strong numbers were not always called active
NS5 inhibitors – Dengue-2 NS5 methyltransferase inhibitors, primary screen, biochemical, confirmation dose response (AID 588689) | Dengue-2 NS5 methyltransferase capping enzyme assay, biochemical; higher % means a stronger effect | inhibition, % at 25 µM, or IC50 in µM where a hit was titrated | actives 0.3% (n = 340,000); in the data active = a potency from the dose series; inconclusive = inhibition above about 29% without an active follow-up result
An asterisk follows results filed as active; ? = inconclusive; / = not tested or not shown.

item	structure	AID2073	SIAH1 antagonists	XIAP displacement	Large T inhibition	MgcRacGAP inhibition
1	COc1cc(C(=O)NCc2nnc(SCC(=O)Nc3nc4ccccc4s3)o2)cc(OC)c1OC	19%	-3%	-7.5%	12%	8%
2	Nn1c(COc2ccc(Cl)cc2)n[nH]c1=S	36%	-8%	-18%	8%	7%
3	CC(=O)c1c(C)[nH]c(C(=O)OCC(=O)NCCC2=CCCCC2)c1C	/	/	/	10%	-1%
4	NS(=O)(=O)c1ccc(N/N=C/c2cn(-c3ccccc3)nc2-c2cccs2)cc1	22%	-4%	-6.6%	0%	2%
5	O=C(COc1ccc(S(=O)(=O)N2CCCC2)cc1)NCc1ccco1	0%	0%	-5.5%	7%	13%
6	Cc1ccc(OCC(=O)NNC(=O)C(=O)NC(C)(C)C)cc1	5%	11%	-0.6%	12%	5%
7	COc1ccc(-n2c(NNC(C)=O)nc3sc4c(c3c2=O)CCCC4)cc1	-1%	-2%	/	1%	2%
8	Cc1ccc2nc(C)cc(NCCO)c2c1	-7%	-1%	-3.6%	8%	16%
9	CN(C)c1ccc(P(=O)(OCc2ccccc2)C(O)c2ccc(Cl)cc2)cc1 (configuration not stated)	7%	-4%	/	16%	9%
10	CCN1CCN(C2CC(=O)NC2=O)CC1 (configuration not stated)	-3%	-2%	0.9%	13%	/
11	CCOC(=O)C1CCN(C(=O)c2sc3ncnc(N4CCC(C)CC4)c3c2C)CC1	28%	10%	-4.2%	0%	3%
12	N/C(=N\OC(=O)c1ccc(Cl)cc1)c1ccn[nH]1	12%	4%	/	9%	6%

item	RSV CPE inhibition	HIV fusion peptide	LYP inhibition	NS5 inhibitors
1	1.8%	32%	-2%	-4%
2	1.0%	1.4%	3%	-5%
3	6.0%	/	/	-8%
4	41%	2.6%	3%	-4%
5	0.0%	-1.2%	-8%	-3%
6	1.6%	5.0%	-6%	1%
7	-0.7%	0.4%	-8%	-13%
8	2.5%	1.6%	-6%	-2%
9	0.0%	0.6%	-6%	-2%
10	0.7%	1.1%	-2%	/
11	1.5%	2.1%	-2%	-1%
12	3.2%	1.7%	-1%	-3%

10 of the compounds above, with bars between the fields:
cpd | Molecule | AID2073 | SIAH1 antagonists | XIAP displacement | Large T inhibition | MgcRacGAP inhibition | RSV CPE inhibition | HIV fusion peptide | LYP inhibition | NS5 inhibitors
1 | COc1cc(C(=O)NCc2nnc(SCC(=O)Nc3nc4ccccc4s3)o2)cc(OC)c1OC | 19% | -3% | -7.5% | 12% | 8% | 1.8% | 32% | -2% | -4%
2 | Nn1c(COc2ccc(Cl)cc2)n[nH]c1=S | 36% | -8% | -18% | 8% | 7% | 1.0% | 1.4% | 3% | -5%
3 | CC(=O)c1c(C)[nH]c(C(=O)OCC(=O)NCCC2=CCCCC2)c1C | / | / | / | 10% | -1% | 6.0% | / | / | -8%
4 | NS(=O)(=O)c1ccc(N/N=C/c2cn(-c3ccccc3)nc2-c2cccs2)cc1 | 22% | -4% | -6.6% | 0% | 2% | 41% | 2.6% | 3% | -4%
5 | O=C(COc1ccc(S(=O)(=O)N2CCCC2)cc1)NCc1ccco1 | 0% | 0% | -5.5% | 7% | 13% | 0.0% | -1.2% | -8% | -3%
6 | Cc1ccc(OCC(=O)NNC(=O)C(=O)NC(C)(C)C)cc1 | 5% | 11% | -0.6% | 12% | 5% | 1.6% | 5.0% | -6% | 1%
7 | COc1ccc(-n2c(NNC(C)=O)nc3sc4c(c3c2=O)CCCC4)cc1 | -1% | -2% | / | 1% | 2% | -0.7% | 0.4% | -8% | -13%
8 | Cc1ccc2nc(C)cc(NCCO)c2c1 | -7% | -1% | -3.6% | 8% | 16% | 2.5% | 1.6% | -6% | -2%
9 | CN(C)c1ccc(P(=O)(OCc2ccccc2)C(O)c2ccc(Cl)cc2)cc1 (configuration not stated) | 7% | -4% | / | 16% | 9% | 0.0% | 0.6% | -6% | -2%
10 | CCN1CCN(C2CC(=O)NC2=O)CC1 (configuration not stated) | -3% | -2% | 0.9% | 13% | / | 0.7% | 1.1% | -2% | /

Continued:
item	structure	AID2073	SIAH1 antagonists	XIAP displacement	Large T inhibition	MgcRacGAP inhibition
13	CCc1ccccc1NC(=O)c1cc(C2CC2)on1	17%	-2%	-7.2%	9%	1%
14	O=C(Nc1ccc(N2CCOCC2)nc1)c1c(F)cccc1F	-11%	0%	/	7%	/
15	OCCC1CN(C2CSCCSC2)CCN1Cc1ccccc1 (configuration not stated)	-4%	5%	-3.9%	-5%	13%
16	O=C(Nc1ccc(F)cc1)Nc1ccc(Oc2ncnc3cc(Cl)ccc23)nc1	21%	19%	/	-1%	10%
17	CCCc1nnc(NC(=O)NCCN2C(=O)C3C4C=CC(C4)C3C2=O)s1 (configuration not stated)	4%	-3%	-3.6%	-2%	-7%
18	C#CC(=O)N(c1cc(OC)ccc1OC)C(C(=O)NC1CCCC1)c1cccs1 (configuration not stated)	0%	2%	-2.4%	11%	7%
19	CCn1c2ccccc2c2nnc(SCCN3CCOCC3)nc21	-27%	-4%	/	4%	5%
20	O=S(=O)(NCc1cccnc1)c1ccc2ccccc2c1	-5%	15%	/	3%	6%
21	C#CC(=O)N(c1ccc(OC)c(OC)c1)C(C(=O)NC1CCCC1)c1cccs1 (configuration not stated)	1%	3%	-2.0%	15%	3%
22	COc1ccc2[nH]c(C)c(CCN3C(=O)C4CC=CCC4C3=O)c2c1 (configuration not stated)	-2%	5%	-0.3%	2%	7%
23	Cc1c(Cl)cccc1S(=O)(=O)N1CCC(C(=O)NNC(=O)C2CC2)CC1	7%	8%	-3.2%	8%	1%
24	COc1ccc2oc(=O)c(-c3cn4ccc(C)cc4n3)cc2c1	13%	2%	8.6%	6%	4%

item	RSV CPE inhibition	HIV fusion peptide	LYP inhibition	NS5 inhibitors
13	1.0%	-1.6%	-5%	0%
14	/	2.5%	-9%	/
15	1.7%	0.1%	-9%	-4%
16	1.6%	-0.2%	-8%	8%
17	2.8%	-0.3%	-11%	1%
18	-0.5%	-1.7%	6%	-29%
19	5.5%	0.6%	2%	-9%
20	11%	1.4%	-7%	-9%
21	-0.4%	0.5%	-8%	-19%
22	1.8%	0.3%	0%	3%
23	-1.1%	-1.2%	-5%	0%
24	-3.0%	5.2%	-5%	2%

Going on with the list.
item	structure	AID2073	SIAH1 antagonists	XIAP displacement	Large T inhibition	MgcRacGAP inhibition
25	COc1ccc(CN(C)Cc2cc(=O)n3ccsc3n2)c(OC)c1OC	28%	6%	-2.5%	13%	3%
26	Nc1cc2c(cc1C(=O)c1ccccc1)OCCO2	-5%	-1%	3.2%	14%	9%
27	O=C(CN1C(=O)c2ccccc2C1=O)NCC(=O)OCC(=O)c1ccc(Br)cc1	3%	3%	-13%	7%	9%
28	CC(=O)c1ccc(N2CCN(C(=O)Cn3cnc(S(=O)(=O)N4CCCCC4)c3)CC2)cc1	15%	0%	/	9%	10%
29	O=C(Nc1ccc(F)cc1)N1CCCC(c2nc3c(nnn3Cc3ccccc3Cl)c(=O)[nH]2)C1 (configuration not stated)	0%	13%	-1.2%	5%	5%
30	O=C(NCc1nnnn1-c1ccc(F)c(F)c1)c1ccc2c(c1)OCO2	/	/	/	9%	3%
31	COC(=O)c1ccc(/C=C2/C(=O)Oc3ccccc32)cc1	16%	-4%	/	8%	8%
32	CC1=C(C(=O)Nc2ccc(F)cc2)C(c2ccncc2)C2=C(CCCC2=O)N1 (configuration not stated)	17%	-2%	-9.0%	1%	-1%
33	COc1ccc(-c2cc(C(=O)Nc3ccccc3O)c3ccccc3n2)cc1OC	43%	5%	-0.5%	24%	2%
34	Cc1ccc(S(=O)(=O)N[C@H](C(=O)Oc2ccc3c(C(F)(F)F)cc(=O)oc3c2)c2ccccc2)cc1	?	0%	-22%	10%	6%
35	CCO[C@@H]1OC(C(=O)NCc2ccccc2)=C[C@H](c2ccc(C(F)(F)F)cc2)[C@H]1CCCO	-13%	-10%	-10%	5%	6%
36	COCCNCC(=O)NC12CC3CC(CC(C3)C1)C2	-4%	5%	-5.0%	19%	7%

item	RSV CPE inhibition	HIV fusion peptide	LYP inhibition	NS5 inhibitors
25	-1.5%	-1.8%	-1%	1%
26	0.1%	-0.3%	-6%	-6%
27	1.0%	-0.9%	-10%	-14%
28	1.6%	-0.3%	1%	3%
29	0.5%	2.3%	2%	-7%
30	-2.5%	/	/	7%
31	1.5%	-1.1%	4%	3%
32	1.0%	-1.7%	-7%	-4%
33	-1.3%	-1.2%	6%	1%
34	0.7%	-3.2%	-1%	?
35	3.2%	-0.8%	20%	-7%
36	0.1%	-1.2%	-8%	3%

(continued)
item	structure	AID2073	SIAH1 antagonists	XIAP displacement	Large T inhibition	MgcRacGAP inhibition
37	COCCCn1c(=O)/c(=C\c2ccccc2OC(F)F)s/c1=C(/C#N)C(=O)NC(C)C	29%	2%	0.2%	2%	6%
38	Cc1nn(C)c(C)c1C1C(C#N)=C(N)OC2=C1C(=O)CCC2 (configuration not stated)	1%	2%	-9.8%	2%	2%
39	Cc1cccc(OCC(=O)N=Nc2c(O)[nH]c3ccc([N+](=O)[O-])cc23)c1	-2%	-11%	/	20%	/
40	COc1ccc2[nH]c(=O)c(CN(CCCN(C)C)C(=O)Nc3ccccc3)cc2c1	3%	-1%	4.0%	2%	10%
41	Cc1ccc(C2CC(c3cccs3)=NN2C(=O)CSc2nc(=O)n3ccc(C)cc3n2)cc1 (configuration not stated)	/	/	/	20%	4%
42	Cc1nnc(SCC(=O)Nc2ccc(C(N)=O)cc2)n1-c1ccccc1	2%	3%	/	4%	4%
43	O=c1[nH]n2c(=O)c3c([nH]c2c1N=Nc1cccc(Cl)c1)CCCC3	-12%	-6%	-0.4%	8%	8%
44	O=C(N/N=C/c1ccc(O)c([N+](=O)[O-])c1)c1ccncc1	12%	1%	/	/	10%
45	CCOc1ncccc1C(=O)NCc1ccccc1Cl	-11%	-4%	3.9%	12%	-1%
46	CCN(CC)S(=O)(=O)c1ccc(NC(=O)C2c3ccccc3Oc3ccccc32)cc1	17%	2%	-5.9%	7%	5%
47	CC(=O)Nc1ccc(NC(=O)C(C)OC(=O)C2(c3ccc(Cl)cc3)CCCC2)cc1 (configuration not stated)	-6%	7%	-5.2%	2%	7%
48	O=C(/C=C/c1ccccc1Cl)N(c1ccccn1)C1CCCCC1	-2%	-4%	2.0%	6%	1%

item	RSV CPE inhibition	HIV fusion peptide	LYP inhibition	NS5 inhibitors
37	0.9%	75%	0%	9%
38	1.1%	3.6%	6%	-7%
39	8.5%	-3.7%	-6%	/
40	-1.5%	-1.9%	-7%	2%
41	?	/	/	10%
42	1.1%	-1.3%	-2%	-7%
43	14%	51%	7%	62µM*
44	0.9%	0.1%	-1%	2%
45	-1.0%	-1.0%	2%	-6%
46	14%	-0.4%	-8%	-4%
47	1.3%	2.3%	-6%	-1%
48	1.7%	-1.2%	-7%	-5%
